Screening results as filed in PubChem BioAssay.
Lipid storage S3 – qHTS Assay for Lipid Storage Modulators in Drosophila S3 Cells; lipid storage change, negative = inhibition, % at the top dose, mostly 46.1 µM; hits show Potency in µM; Drosophila S3 cells, BODIPY lipid droplet fluorescence, 18-24 h; cells fed with added oleic acid; actives 0.64% (n = 320,000); active means well fitted inhibition curve with a large enough effect in the signal ratio, with a control signal flat, not every such curve was filed as active; inconclusive means small, poorly fitted or top-dose-only effect, or effect the other way, or a change in a side signal; the % refers to the signal ratio
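Laser-scanning cytometry quantifies lipid droplet accumulation (500–530 nm total intensity; droplet/cell object ratio) in oleic acid-fed (400 uM added) Drosophila S3 cells treated with a concentration series. 20 uM Triacsin C defined 100% inhibition.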
Lipid storage S3 cell count max – recorded beside Lipid storage S3, whose call it bears; cell number change, %; measured here: cell count max response;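 cells counted by Cell Tracker Red CMTPX staining in the red channel; peak over a dose series mostly up to 46.1 µM; percent activity relative to internal control wells on each plate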
* = called active by the depositor; i = inactive; ? = inconclusive; . = not tested or not shown; [ ] = dose if it differs, or a comment. On the % scale 0 is the no-effect control and ±100 the full control effect; potency means the concentration at half of the fitted maximal effect. Not all compounds are listed; the hit share may differ from the screen's.

item	smiles	Lipid storage S3	Lipid storage S3 cell count max
1	COc1ccccc1N(C(=O)NCc1ccccc1)C1=NCC(C)S1 (configuration not stated)	?	.
2	COc1ccccc1-c1ccc(/C=C2\C=CC(=O)O2)o1	-17%	-13
3	COc1ccc(CN(C)C2c3ccccc3-c3ccccc32)cc1	-5%	-7
4	O=C(c1ccco1)N1CCN(c2ccc([N+](=O)[O-])cc2Cl)CC1	15%	0
5	Cc1onc(C(=O)Nc2cccnc2Cl)c1[N+](=O)[O-]	8%	16
6	O=C(Nc1cccc(Br)c1)c1cc(S(=O)(=O)N2CCOCC2)cs1	?	.
7	O=C(CCCNC(=O)c1ccc(Cl)cc1)Nc1ncccc1O	?	.
8	CCC(C)Nc1nc(N)c([N+](=O)[O-])c(NCCO)n1 (configuration not stated)	2%	9
9	CCCOC1CCCN(C(=O)c2cc(COc3cncc(Cl)c3)on2)C1 (configuration not stated)	-12%	-5
10	COc1ccc(C2=NN(C(C)=O)CC2c2cccc([N+](=O)[O-])c2)cc1 (configuration not stated)	i	-2
11	CCOC(=O)c1sc2ncn(/N=C/c3ccc(O)c(OC)c3)c(=O)c2c1C	?	.
12	CN(C)NC(=O)C(NC(=O)c1ccccc1)C12CC3CC(CC(C3)C1)C2 (configuration not stated)	0%	6
13	CCCc1cc(=O)oc2cc(OCC(=O)N(C)C)c(Cl)cc12	?	.
14	CCN(Cc1ccccc1)S(=O)(=O)c1ccc(C(=O)N(CCCN(C)C)c2nc3cc4c(cc3s2)OCCO4)cc1	?	.
15	COc1nc(OC)nc(N2CCC(C(=O)NCC3CCCCC3)CC2)n1	25%	-2
16	CC1CCc2[nH]c3ccc(C(=O)N(C)CC(=O)Nc4ccc(F)cc4)cc3c2C1 (configuration not stated)	-6%	1
17	Cc1nn(-c2ccccc2)c(Cl)c1/C=N/O	5%	21
18	Cc1csc(SCC(=O)Nc2oc(C)c3c(C)n[nH]c(=O)c23)n1	?	.
19	CN(CCc1ccccn1)C(=O)CCNC(=O)Cn1cnc2ccccc2c1=O	?	.
20	Cc1ccnc(NCc2c(O)ccc3ccccc23)c1	10%	0
21	O=c1[nH]c(CN(CCO)CCO)nc2c1C1(CCCCC1)Cc1ccccc1-2	?	.
22	CCN(CC)C(=O)COc1ccc(/C(C)=N/Nc2ncc(Cl)cc2Cl)cc1	9%	0
23	C=CCn1c(SCC(=O)Nc2ncc(Cc3cc(Cl)ccc3Cl)s2)nnc1-c1ccncc1	-10%	-9
24	O=C(c1ccncc1)N1CCN(C(=O)c2cccc3ccccc23)CC1	13%	6
25	CCc1cccc(C)c1NC(=O)COC(=O)CC1CCCC1	?	.

Overlap with the part before: 2 compounds, followed by the next part.
item	smiles	Lipid storage S3	Lipid storage S3 cell count max
24	O=C(c1ccncc1)N1CCN(C(=O)c2cccc3ccccc23)CC1	13%	6
25	CCc1cccc(C)c1NC(=O)COC(=O)CC1CCCC1	?	.
26	Cc1ccc(SCCOCCN2CCc3ccccc3C2)cc1	?	.
27	CC(C)(C)NC(=O)C(c1ccccc1)N(C(=O)CNC(=O)c1cccs1)c1cccnc1 (configuration not stated)	?	.
28	Cc1cccc(OCc2occc2C(=O)Nc2cccc(-n3cnnn3)c2)c1	?	.
29	CCC(=O)Nc1ccc(NC(=O)CN2CCCC(C)C2)c(Cl)c1 (configuration not stated)	11%	14
30	CCc1cccc2c(C(=O)CCl)c[nH]c12	?	.
31	CC1C2C(C)N(C)C(=O)N(C)C2N(C)C(=O)N1C (configuration not stated)	?	.
32	CC1CN(S(=O)(=O)c2ccc(C(=O)N3c4ccccc4CC3C)cc2)CC(C)O1 (configuration not stated)	?	.
33	O=C(/C=C/c1ccco1)Nc1cccc(S(=O)(=O)N2CCOCC2)c1	10%	-12
34	Cc1cc(Cl)ccc1OCC(=O)NNC(=O)C1CCCO1 (configuration not stated)	1%	10
35	COc1cccc(-c2nc3ccccc3c(=O)o2)c1	8%	10
36	Oc1ccccc1N1CCN(c2ncnc3sc(-c4ccccc4)cc23)CC1	1%	0
37	Cc1cccc(NC(=O)Nc2cccnc2)c1C	?	.
38	CC12CCC(C(=O)Nc3ccccc3)(C/C1=N\O)C2(C)C (configuration not stated)	?	.
39	CC(C)(C)C1CCC(=O)N(CCSc2ccccc2)CC1 (configuration not stated)	6.5µM*	-4.5*
40	CCN1CC=C2C(C1)C(c1ccc(Cl)s1)C(C#N)=C(N)C2(C#N)C#N (configuration not stated)	-1%	-24
41	NC(=O)C1CCN(CCS(=O)(=O)c2ccc(Cl)cc2)CC1	8%	10
42	CC(C)(C)c1ccc(C(=S)N2CCN(c3ccccc3)CC2)cc1	3%	25
43	Cc1cc(NC(=O)COC(=O)COc2ccc3c4c(c(=O)oc3c2)CCC4)no1	4%	11
44	O=C(NCCCn1ccnc1)c1cccc(S(=O)(=O)Nc2ccc(F)cc2)c1	?	.
45	Cn1c(NC(=O)C[n+]2cc(-c3ccc(F)cc3)n3c2CCC3)cc(=O)n(C)c1=O	?	.
46	CCOc1ccc2nc3c(cc2c1)CN(CCOC)C(=NC)S3	2%	-20
47	CC(C)(C)C(=O)NC1CC2CCCC(C1)N2C(=O)Nc1cccc(Cl)c1 (configuration not stated)	?	.
48	Cc1ccc(NS(=O)(=O)N2CCOCC2)cc1Cl	12%	11
49	CC(C)COC(=O)NCC12C=CC(O1)C1C(=O)N(c3ccc(Cl)cc3)C(=O)C12 (configuration not stated)	?	.
50	CCCN(CC(=O)Nc1ccccc1OC)C(=O)CC1CCCC1	-48%	10

Entries of single compounds from above.
CCCc1cc(=O)oc2cc(OCC(=O)N(C)C)c(Cl)cc12 in the list: Lipid storage S3 = ?; Lipid storage S3 cell count max = .
COc1cccc(-c2nc3ccccc3c(=O)o2)c1 in the list: Lipid storage S3 = 8%; Lipid storage S3 cell count max = 10

An excerpt of these results, in transposed form.
(29) CCC(=O)Nc1ccc(NC(=O)CN2CCCC(C)C2)c(Cl)c1 (configuration not stated)
(30) CCc1cccc2c(C(=O)CCl)c[nH]c12

assay / compound	29	30
Lipid storage S3	11%	?
Lipid storage S3 cell count max	14	.

Ordered by the number under Lipid storage S3 cell count max (ascending): some entries from above.
nr	Structure	Lipid storage S3	Lipid storage S3 cell count max
46	CCOc1ccc2nc3c(cc2c1)CN(CCOC)C(=NC)S3	2%	-20
2	COc1ccccc1-c1ccc(/C=C2\C=CC(=O)O2)o1	-17%	-13
9	CCCOC1CCCN(C(=O)c2cc(COc3cncc(Cl)c3)on2)C1 (configuration not stated)	-12%	-5

The results go on:
item	smiles	Lipid storage S3	Lipid storage S3 cell count max
51	CCOC(=O)Nc1ccc2c(c1)N(C(=O)N(C)C)c1ccccc1CC2	?	.
52	CSc1nsc(SC)c1NC(=O)OCC1CCCO1 (configuration not stated)	?	.
53	CCCOc1ccc([N+](=O)[O-])cc1C1NC(=S)NC(c2ccccc2)=C1C(=O)OCC (configuration not stated)	-1%	-13
54	C=CCn1c(SCC(=O)N(C(C)CC)C2CCS(=O)(=O)C2)nc2ccccc2c1=O (configuration not stated)	?	.
55	CC(NC(=O)COC(=O)c1cc2ccccc2cc1O)c1ccccc1 (configuration not stated)	?	.
56	CCCCOc1cccc(NC(=O)CSc2nccn2C)c1	?	.
57	COc1ccc(CN2CCNC(=O)C2CC(=O)NCCc2nc(C)c(C)s2)cc1C (configuration not stated)	i	.
58	COc1ccc(C(CNC(=O)C2COc3ccccc3O2)N2CCCC2)cc1 (configuration not stated)	?	.
59	O=C(Nc1ccc(Cl)cc1)N1CCN(c2ncccn2)CC1	?	.
60	Cc1ccc(-n2c([C@@H]3C[C@H]3c3ccccc3)n[nH]c2=S)cc1	?	.
61	CC(Oc1ccc(Cl)cc1Cl)C(=O)/C=C/N(C)C (configuration not stated)	0%	-16
62	Cc1ccc(-n2nnnc2SCc2nc3sc(C)c(C)c3c(=O)[nH]2)cc1	12%	15
63	O=C(Nc1ccccc1-c1nc2ccccc2[nH]1)c1sc2ccccc2c1Cl	?	.
64	S=C(Nc1cc(Cl)ccc1Cl)Nn1cnnc1	?	.
65	COc1ccc(N(CC(=O)NCCC(C)C)C(=O)c2snc(C(=O)NC3CCCCC3)c2N)c(OC)c1	?	.
66	CN(C)C(=O)c1ccc(NC(=O)c2cccc(S(=O)(=O)N3CCCc4ccccc43)c2)cc1	11%	-38
67	CC1(C)CC(=O)C(C(=O)Cc2ccccc2[N+](=O)[O-])C(=O)C1	22%	-27
68	COC(=O)c1ccc[n+](CC(=O)c2ccc(Br)cc2)c1	?	.
69	CCOc1ccc(NC(=O)CSc2nnc(C34CC5CC(CC(C5)C3)C4)n2C)cc1	?	.
70	O=C(Nc1cc(Cl)cc(Cl)c1)c1cnn2cccnc12	?	.
71	COc1ccc(CC(=O)NC2CCN(Cc3nnnn3C(C)(C)C)CC2)cc1OC	2.6µM*	-1.5*
72	CCn1cc(C(=O)NNC(=O)c2ccc(Cl)cc2)c(=O)c2ccc(C)nc21	?	.
73	Cn1c(=O)[nH]c(=O)c2c1nc(N1CCOCC1)n2CCCSc1ncccn1	1%	-20
74	Cc1ccc(CSCCNC(=O)/C=C/c2ccc(Cl)cc2)cc1	1%	6
75	COc1ccc(OC)c(NC(=O)C2CCCN2C(=O)C2CCC(C)CC2)c1 (configuration not stated)	11%[9.22 µM]	16
76	COc1ccc(-c2[nH]nc3c2C(c2ccsc2)C(C#N)=C(N)O3)cc1 (configuration not stated)	-15%	-15
77	CCOc1ccc(/C=C2\SC(=O)N(CCNC(=O)C3COc4ccccc4O3)C2=O)cc1OC (configuration not stated)	0%	.
78	CCN1CCN(c2c(C=O)c(Cl)nc3ccc(OC)cc23)CC1	-3%	24
79	COc1ccc(CNC(=O)COc2cc(=O)n(C)c3ccccc23)cc1	3%	-5
80	O=C(Cn1cc([N+](=O)[O-])cn1)Nc1ccn(Cc2c(F)c(F)cc(F)c2F)n1	i	.
81	COc1cc2c(cc1OC)CN(C(=O)c1nn(Cc3ccccc3)c(=O)c3ccccc13)CC2	-1%	-13
82	Cc1nn(-c2ccccc2)c(C)c1NC(=O)COC(=O)c1ccc(Cl)c(N)c1	?	.
83	Cc1cc(C)c(NC(=O)C2CCCN2CCOC(=O)c2cccc([N+](=O)[O-])c2)c(C)c1 (configuration not stated)	?	.
84	CC1CCCN(C(=O)CSc2nnc(-c3c[nH]c4ccccc34)o2)C1 (configuration not stated)	25%	-14
85	Cc1ccc(NC(=O)COc2cccnc2[N+](=O)[O-])cc1S(=O)(=O)N1CCOCC1	-5%	1
86	COC(=O)C1=C(C)N(Cc2ccccc2)C(=S)N[C@H]1c1cccc(F)c1	?	15
87	COc1cccc(NC(=O)CSc2nnc(CNC(=O)c3ccco3)n2C)c1	26%	21
88	COc1ccc(-c2cc(NC(=O)c3cncn3-c3ccccc3)ccc2OC)cc1	i	15
89	C=CCn1c(NCc2ccc3c(c2)OCO3)nc2ccccc21	?	.
90	COc1cc(-c2nc3ccc(C)cn3c2NCc2ccccc2)ccc1SC1CCCCC1	?	.
91	O=C(COC(=O)c1ccc(Cl)nc1)NC1CCCCCC1	?	.
92	CCOc1ccc(N2C(=O)CC(SC(=NC)Nc3cccc(OC)c3)C2=O)cc1 (configuration not stated)	-4%	0
93	CCOC(=O)c1c(N)sc2c1C1CCN2CC1	?	.
94	COc1ccc(S(=O)(=O)N2CCOCC2)cc1NC(=O)COc1cccnc1[N+](=O)[O-]	?	.
95	O=C(N/N=C/c1cccc(Oc2ccc([N+](=O)[O-])cc2[N+](=O)[O-])c1)c1cncc(Br)c1	?	.
96	Cc1ccccc1OCc1n[nH]c(=S)n1-c1cccc(Cl)c1	?	.
97	Cc1cc(NC(=O)C(C)SCC(=O)Nc2ccccc2N2CCCCC2)no1 (configuration not stated)	?	.
98	Cc1ccc(OCC(=O)Nc2ccc3oc(=O)ccc3c2)c(C)c1	i	10
99	COc1ccc(OC)c(C2=NOC(C(=O)Nc3ccccc3SC)C2)c1 (configuration not stated)	?	.
100	CCN(c1ccccc1)S(=O)(=O)c1ccc2[nH]c(=O)[nH]c2c1	13%	8

(list continues)
item	smiles	Lipid storage S3	Lipid storage S3 cell count max
101	Cc1ccsc1C(=O)N/N=C/c1ccc([N+](=O)[O-])cc1	23%	.
102	Cc1cccc(NS(=O)(=O)c2c(C)n[nH]c2C)c1	?	.
103	CCOc1ccc(NC2=NC(C(=O)NCc3ccccc3)CC(=O)N2)cc1 (configuration not stated)	?	.
104	Cc1ccc2c(c1)cc1c(=O)[nH]ncn12	18%	7
105	CC1=Nc2ccccc2/C1=C/c1sc(=S)n(-c2cccc(C(=O)O)c2)c1O	?	.
106	Cc1scc(C(=O)N/N=C/c2ccco2)c1C	5%	7
107	COc1ccccc1NS(=O)(=O)c1cc(C(=O)NCc2ccncc2)ccc1C	?	.
108	CCOCC(=O)Nc1ccccc1C(=O)O	?	.
109	Cc1cc(C(=O)Nc2c(C)nn(Cc3ccc(Cl)cc3)c2C)no1	-9%	-18
110	C=CCn1c(-c2ccc(S(=O)(=O)N3CCOCC3)cc2)csc1=Nc1ccccc1	?	.
111	O=C(CN1CCN(C(=O)c2cncn2-c2ccccc2)CC1)Nc1ccccc1Cl	?	.
112	CCN(CC(=O)Nc1ccc2c(c1)OCCO2)S(=O)(=O)c1ccccc1	i	0
113	S=C(NC1CCCCC1)N1CCc2ccccc2C1	?	.
114	O=C(N/N=C/c1cc(Br)c(Br)o1)C(O)c1ccccc1 (configuration not stated)	?	.
